CXXC DNA block: qHTS Fluorescence Polarization Assay for Inhibitors of MLL CXXC domain - DNA interaction; Histone-lysine N-methyltransferase 2A (Homo sapiens), Q03164; MLL-CXXC / FITC-HOXA9 DNA fluorescence polarization; Potency, µM (top dose mostly 115 µM), inactives show top-dose activity change, negative = inhibition, usual class: inhibitors; hit rate 0.037% among 290,000; active = well fitted inhibition curve with a large enough effect in the polarisation, with a control signal flat, not every such curve was filed as active; inconclusive = small, poorly fitted or top-dose-only effect, or effect the other way, or a change in a side signal; inactive = no such curve, though single readings can be large or run the other way; the % refers to the polarisation; note: potency is the fitted concentration of half-maximal effect
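Fluorescence polarization: 7 uM MLL-CXXC (stock) preincubated 5 min with compounds, then 50 nM fluorescein-HOX-A9 DNA (stock) added; 30 min ambient. Buffer 50 mM Tris-HCl pH 7.5, 50 mM NaCl, 1 mM DTT, 0.05% BSA.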
TSHR antag: Antagonists of the Thyroid Stimulating Hormone Receptor: HTS campaign; activity change, negative = inhibition, % at 11.5 µM; Thyrotropin receptor (Homo sapiens), P16473; hit rate 0.2% among 330,000; TSHR-expressing cells, TSH-stimulated cAMP HTRF, 2 h; hits give low values;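 active = activity change below a set negative limit, meaning inhibition stronger than a set level, cut at about -70% in these data; inconclusive = activity change between two set negative limits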; note: % is set by controls: 0 for no effect and ±100 for the full control effect
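TSHR-expressing cells were treated with compounds, then stimulated with TSH at EC80 (4nM final) for 2 hours at 37 deg C. Cellular cAMP was measured by HTRF competition between lysate cAMP and cAMP-d2 for a cryptate-labelled anti-cAMP antibody.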
Tb PFK block: qHTS Assay to Find Inhibitors of T. brucei phosphofructokinase. Potency, µM (highest dose often 57.5 µM), inactives show at the top dose activity, negative = inhibition, most hits filed as inhibitors. T. brucei PFK, ADP-Glo luminescence. hit rate 0.17% among 330,000. ATP-dependent 6-phosphofructokinase (Trypanosoma brucei brucei), O15648;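 note: potency is the fitted concentration of half-maximal effect; 0% = uninhibited 1x PFK enzyme wells and -100% = no-enzyme wells; nearly all actives have a fitted effect of over 60% in size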
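Activity is normalized to no-enzyme wells (full inhibition) and 1.25 nM enzyme wells (no inhibition). Reaction: 0.5 mM F6P, 0.1 mM ATP, 45 min RT, ADP-Glo luminescence; concentration-response curves fitted and classed by quality.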
AT treatment: qHTS Assay for Identifying a Potential Treatment of Ataxia-Telangiectasia; […] A-T fibroblasts, KAP-1 phosphorylation AlphaLISA; neocarzinostatin DNA damage 30 min before lysis; hit rate 0.19% among 320,000; AID 485349, 2010; Potency, µM (doses to about 57.5 µM), for inactives: at the highest dose activation, usual class: activators; note: potency is the fitted concentration of half-maximal effect; % of control where 0% means no effect; nearly all actives have a fitted effect of over 45% in size
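hTERT-immortalized A-T patient fibroblasts ([…]), 500 cells/well in OPTI-MEM, 1% FBS, got compounds for 60 min, then NCS for 30 min at 37C. Lysates were then assayed for phospho-KAP-1 by AlphaLISA (anti-pKAP1 donor, anti-KAP1 acceptor beads), 6 hr at 25C.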
hERG WT inh: qHTS for Inhibitors of KCHN2 3.1: Wildtype qHTS; Voltage-gated inwardly rectifying potassium channel KCNH2 (Homo sapiens), Q12809; U2OS, BacMam KCNH2, thallium flux FluxOr; hits give low values; activity change, % at 1.84 µM; hit rate 0.37% among 340,000;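 active = maximum activity change below -70%; inconclusive = maximum activity change between -70% and -50%; inactive = maximum activity change above -50%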; note: % is set by controls: 0 for no effect and ±100 for the full control effect
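U2OS cells were transduced with wild-type KCNH2 virus (2.03 x 10^8 / mL) for 4 h at room temperature, then cultured overnight at 37 C. Thallium flux was read with FluxOr dye. Rate constants were normalized to DMSO controls.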
Giardia killer: Small Molecules that selectively kill Giardia lamblia: qHTS; Giardia lamblia trophozoite viability; activity change, % at 7.66 µM, hits read low; hit rate 0.15% among 340,000; AID 540267, 2011; in the data active = activity change below about -80%; inconclusive = between about -30% and that limit;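 note: parasites exposed to compound for two days anaerobically before the ATP read; % is set by controls: 0 for no effect and ±100 for the full control effect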
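ATP-content bioluminescence gauges trophozoite survival. Cells (100/well) receive compound and incubate anaerobically for 48 hrs at 37 deg C; detection reagent follows for 15-30 min at room temperature.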
Coupling enz: qHTS Assay for Inhibitors of Fructose-1,6-bisphosphate Aldolase from Giardia Lamblia: Coupling assay counterscreen. coupling enzyme system counterscreen, AmpLite Red fluorescence. activity change, negative = inhibition, % at 58.2 µM, hits read low. hit rate 0.67% among 290,000. AID 2472, 2010; in the data active = activity change below about -30%; note: % is set by controls: 0 for no effect and ±100 for the full control effect
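Activity here indicates interference with the coupling reaction, not aldolase inhibition. Compounds at 57.5 uM final met coupling enzymes for 10 min at RT; substrate and AmpLite Red detection followed, with a 525/598 nm fluorescence read after 20 min.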
GALK inh: qHTS Assay for Inhibitors of Human Galactokinase (GALK); P51570; Purified GALK, Kinase-Glo residual ATP luminescence; Potency, µM (titrated, usually from 57.5 µM), for inactives: at the highest dose activity change, negative = inhibition, actives largely listed as inhibitors; hit rate 0.007% among 270,000; note: potency is the fitted concentration of half-maximal effect; % is set by controls: 0 for no effect and ±100 for the full control effect
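Human GALK (5 nM) with 35 uM ATP and 100 uM galactose in 20 mM HEPES pH 8.0, 5 mM MgCl2, 60 mM NaCl, 1 mM DTT, 0.01% BSA. After 1 h at room temperature, leftover ATP was read by Kinase-Glo Plus luminescence.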
Chronic BCR inh: qHTS Assay to Find Inhibitors of Chronic Active B-Cell Receptor Signaling | hit rate 0.05% among 340,000 | ABC-DLBCL IkBa-CBG/CBR reporter, luminescence ratio, 4 h | Potency, µM (highest dose often 46.1 µM), inactives show top-dose ratio change, negative = lower green/red ratio, most hits filed as inhibitors; active = well fitted inhibition curve with a large enough effect in the signal ratio, with a control signal flat, not every such curve was filed as active; inconclusive = small, poorly fitted or top-dose-only effect, or effect the other way, or a change in a side signal; the % refers to the signal ratio;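 note: potency is the fitted concentration of half-maximal effect; plate controls were basal doxycycline-induced cells for no effect and cells given 10 µM MG132 for full effect; MG132 reads +100%, hits lower the ratio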
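Doxycycline induced both beetle luciferases in TMD8 lymphoma cells; IKK-driven degradation limits the IkappaBalpha-fused green signal, while red luminescence normalises for cell number and nonspecific effects. Compounds tested up to 46 uM, 4 hrs.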
TCR activator: Activators of T cell receptors: qHTS campaign. primary human leukocytes, anti-CD3, IL-2 HTRF, 48 h. 330,000 tested, under 10 active. Potency, µM (highest dose often 9.22 µM), for the others: at the highest dose activation of IL-2 secretion, hits mostly activators; note: % of control where 0% means no effect
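Using a-CD3 beads without co-stimulation, primary human leukocytes were exposed to compounds for 48 hr. An HTRF IL-2 kit measured the cytokine, with europium-to-d2 energy transfer producing emission at 665nm upon 320nm excitation.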
An asterisk follows results filed as active; ? = inconclusive; . = not tested or not shown; & = joins results of further samples; [ ] = dose if it differs, or a comment. Unless noted, calls come from the whole dose curve; as a rule, active = well fitted curve in the direction sought with a large enough effect; inconclusive = small, poorly fitted or top-dose-only effect, or another doubt; inactive = no such curve, though single readings can be large; an effect the other way counts as inactive or inconclusive.

SMILES	CXXC DNA block	TSHR antag	Tb PFK block	AT treatment	hERG WT inh	Giardia killer	Coupling enz	GALK inh	Chronic BCR inh	TCR activator
CC(NC(=O)c1ccco1)c1nc(-c2ccc(C(C)(C)C)cc2)no1 (stereo not drawn)	-3%	-3	-2%	-1%	-6	-10	-10	-4%	-3%	-3%
CN(c1ccccc1)S(=O)(=O)c1ccc(Cl)c(C(=O)Nc2ccc(-c3nc4ccccc4[nH]3)cc2)c1	8%	-19	0%	-7%	-14	-1	0	1%	?	4%[46.1 µM]
CCN(CC)CCCn1c(=S)[nH]c2cc(C(=O)OC)ccc2c1=O	4%	-5	2%	-2%	9	9	-1	-2%	22%	4%
COc1ccc(OC)c(-c2csc(NC(=O)C3=NNC(=O)CC3)n2)c1	1%	8	-5%	0%	0	-1	-15	9%	-11%	1%
COc1ccccc1CC(=O)Nc1cc(OC)c(NC(=O)c2ccccc2)cc1OC	-10%	8	3%	0%	2	0	-5	3%	-5%	2%
COc1ccc(CN2C(=O)c3ccccc3C2C(=O)NC2CCCC(C)C2C)c(OC)c1 (stereo not drawn)	4%	1	1%	1%	-5	-25	0	-1%	?	3%
COC(=O)c1cc2nc(-c3ccccc3)cc(C(F)(F)F)n2n1	-6%	-13	-5%	.	-1	-2	1	-5%	2%	3%[46.1 µM]
O=C(c1ccccc1)c1nnc(-c2ccccc2F)o1	-1%	3	12%	-6%	-10	-10	2	1%	-1%	14%
O=C(CN1C(=O)/C(=C/c2cccc(Br)c2)SC1=S)NCCCN1CCOCC1	7%	13	-1%	38%	-1	2	.	-4%	4%	-5%
O=C(Nc1ccc(F)cc1)C1C2CCC3C(CCC21)C3(Cl)Cl (stereo not drawn)	-14%	-29	-2%	-16%	-3	-9	3	2%	3%	7%
CCOc1ccc(C(=O)N2CCCC2)cc1	-17%	11	0%	-6%	-2	-4	-2	-2%	?	-3%[46.1 µM]
O=C(O)c1cnn2c(C(F)F)cc(C3CC3)nc12	7%	-11	4%	.	-14	2	4	2%	-1%	-2%
O=C(COC(=O)c1cc(Cl)nc(Cl)c1)NC1CCCCCC1	.	.	0%	6%	-5	-10	.	.	3%	.
Cc1nn(Cc2ccc(F)cc2)c(C)c1NC(=O)c1noc2c1CCCCC2	7%	1	-5%	2%	24	16	0	0%	-2%	-4%
COc1cc(CN2CCC(N3CCC(C(=O)N4CCCC4)CC3)CC2)cc2c1OCO2	2%	-5	-1%	-2%	38	-20	0	2%	-13%	1%
O=C1c2ccccc2C(=O)N1CCCc1nc2ccccc2c(=O)n1CCCn1ccnc1	-7%	-9	-4%	4%	6	3	8	3%	?	1%
CCOC(=O)c1cccc(-c2c(-c3ccccc3)ncc3cc(OC)c(OC)cc23)c1	.	-20	6%	0%	-1	20	.	.	?	13%
COCCCNC(=O)CC(NS(=O)(=O)c1ccc(Cl)cc1)c1ccco1 (stereo not drawn)	-2%	6	3%	-4%	0	12	1	0%	9%	-2%
COc1ccc(N2C(=O)CC(Sc3nc4c(cc3C#N)CCC4)C2=O)cc1 (stereo not drawn)	0%	-11	0%	0%	4	-4	-10	9%	1%	-3%
NC(=O)C1CCN(C(=O)c2cnn(-c3ccccc3)c2NC(=O)c2cccc(F)c2)CC1	-4%	2	0%	5%	18	-1	1	1%	4%	2%
O=C(CCc1nnc(-c2ccccc2)o1)NCc1cc(F)ccc1F	-3%	0	0%	-7%	3	-5	3	0%	14%	-4%
C=CCn1c(O)c(C2=c3ccccc3=NC2=O)s/c1=N/c1nccs1	-15%	8	-3%	-5%	11	-15	2	2%	23%	6%
O=C(Nc1ccc(Cl)c(Cl)c1)Nc1ccccc1NS(=O)(=O)c1cccs1	6%	?	-27%	0%	-6	7	-1	-7%	?	1%[46.1 µM]
CC(C)n1cnc2c(Nc3cccc(Cl)c3)nc(NCCCO)nc21	-16%	-5	4%	0%	13	-4	-3	-1%	?	10%
CCOc1ccc(C(=O)Nc2ncn[nH]2)cc1	5%	-9	1%	-11%	-3	11	-3	0%	-1%	-1%
CCOC(=O)c1ccc(CNC(=O)c2cc(COc3ccccc3SC)on2)o1	1%	25	-18%	-5%	-4	23	.	0%	6%	8%
COc1ccc(-n2nnnc2SCC(=O)Nc2ccc3c(c2)OCCO3)cc1OC	3%	-6	-1%	-1%	-4	-8	-1	-4%	?	5%
Cc1ccccc1C(=O)Nc1ccnn1C1CCN(Cc2cnn(C(C)C)c2)CC1	3%	-42	2%	4%	28	5	0	-6%	3%	5%
NC(=O)[C@H]1CC2(CC(c3cccc(NC(=O)[C@H]4CCC(=O)N4)c3)=NO2)CN1C(=O)c1cc([N+](=O)[O-])cc([N+](=O)[O-])c1 (stereo partly drawn)	1%	0	3%	-23%	0	-1	-5	3%	?	-2%
O=C(CNC1CCCCC1)Nc1cccc(C(F)(F)F)c1	-6%	-2	-8%	5%	4	23	0	7%	6%	.
CCOc1cccc(C(=O)Nc2ccc3oc(-c4cccnc4)nc3c2)c1	26%	-3	2%	3%	3	?	-1	-4%	?	8%
CC(=O)Nc1ccccc1-c1nc2ccccc2nc1OCC(=O)c1ccc2ccccc2c1	3%	-17	7%	-3%	-1	6	0	-2%	-3%	2%
CCCCC1=CC2=CC(=O)C(C)(OC(=O)CC)C(=O)C2=CN1Cc1ccc(OC)cc1 (stereo not drawn)	?	0	1%	-19%	-7	3	-11&-15	3%	?	-2%
COc1ccc(S(=O)(=O)N2CCOCC2)cc1C(=O)NC1CCCCCC1	.	11	-1%	3%	-12	3	.	.	4%	9%
O=C(O)c1ccccc1NC(=O)C1CCCO1 (stereo not drawn)	-5%	.	.	.	-8	-8	1	2%	.	-4%
O=C(Nc1ccc2oc(=O)ccc2c1)c1ccccc1[N+](=O)[O-]	11%	-8	-3%	-2%	11	-7	-2	2%	?	3%
Cc1ccc(OCc2nnc(NC(=O)c3ccco3)s2)cc1	4%	-12	2%	0%	-1	-14	-2	-3%	24%	-2%
CCc1c(C)nc2ncnn2c1N1CCCC(C(=O)NCc2cccs2)C1 (stereo not drawn)	-4%	2	-2%	2%	-6	-14	3	4%	0%	1%
CN1CCC2(CC1)N=C(c1ccc(F)cc1)C(=S)N2C(=O)c1ccccc1	8%	12	0%	-4%	-23	1	1	-1%	?	-3%[46.1 µM]
COc1cccc2c(=O)c3c(cnn3C)n(C)c12	1%	-11	-1%	?	-3	7	-1	-1%	3%	-3%
COC(=O)C1=C(C)N(CC2CC2)C(=NCc2cccc(C(F)(F)F)c2)N[C@H]1c1ccccc1	-3%	-2&-1	6%&-2%	-4%&4%	8	2	1	.	1%&-1%	8%
c1ccc(-n2cc(CN3CCC(N4CCOCC4)CC3)c(-c3ccc4c(c3)OCO4)n2)cc1	-20%	8	1%	-2%	50	-9	1	2%	-6%	8%
c1coc(C2Nc3ccccc3-c3nc4ccccc4n32)c1 (stereo not drawn)	-1%	-13	-1%	5%	2	-10	1	-4%	?	-1%
CC1CCCCN1C(=O)Cn1cc(C#N)c2ccccc21 (stereo not drawn)	1%	2	-3%	4%	-5	11	-3	-3%	0%	-7%[46.1 µM]
COc1ccc(OCC(=O)NNC(=O)Cc2coc3cc(OC)ccc23)cc1	2%	58	-4%	14%	-1	43[activator]	-5	1%	0%	-2%[46.1 µM]
Fc1cccc2sc(N3CCOCC3)nc12	0%	-1	2%	1%	6	7	0	1%	-13%	-3%[46.1 µM]
O=C(CSc1nnc(CNC(=O)c2ccccc2)o1)NCCc1ccccc1	-8%	32	-10%	?	-8	-2	.	-5%	8%	-5%
CC1CCCC(NC(=O)CCS(=O)(=O)c2ccc3c(c2)NC(=O)CS3)C1C (stereo not drawn)	13%	-7	12%	3%	3	7	.	-2%	1%	-1%
COc1cccc(C2/C(=C(/O)c3ccc4c(c3)CC(C)O4)C(=O)C(=O)N2CCCn2ccnc2)c1 (stereo not drawn)	3%	22	-16%	-8%	7	30	5	-1%	-3%	-3%
CCN(CC)S(=O)(=O)c1cccc(NC(=O)COC(=O)c2cncc(Br)c2)c1	.	-20	-1%	0%	-3	-4	.	.	-6%	4%[46.1 µM]

Screening results: PubChem, National Center for Advancing Translational Sciences (NCATS)
